High-throughput results from PubChem BioAssay.
PAFAH2 inh – inhibitors of human PAFAH2; Q99487; recombinant PAFAH2, FP-rhodamine activity probe, fluorescence polarization; inhibition, % at 3.39 µM; 340,000 compounds, 0.99% hits;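 active means inhibition above the mean over all tested compounds plus 3 SD, cut at about 30% in these data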;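 further: inhibitors block probe labeling of enzyme so polarization drops; 0% = enzyme with DMSO and 100% = wells lacking PAFAH2 protein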
GSTO1 counter – counter-screen for RBBP9 inhibitors: inhibitors of human GSTO1; P78417; recombinant GSTO1, activity-based probe fluorescence polarization; inhibition, % at 5.96 µM; 300,000 compounds, 1.1% hits; AID 1974;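 active means inhibition above the campaign mean inhibition plus 3 SD, cut at about 35% in these data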;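 further: 0% = GSTO1-1 with DMSO and 100% = wells lacking GSTO1-1 enzyme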
Target sequence (P78417 whole entry, looked up): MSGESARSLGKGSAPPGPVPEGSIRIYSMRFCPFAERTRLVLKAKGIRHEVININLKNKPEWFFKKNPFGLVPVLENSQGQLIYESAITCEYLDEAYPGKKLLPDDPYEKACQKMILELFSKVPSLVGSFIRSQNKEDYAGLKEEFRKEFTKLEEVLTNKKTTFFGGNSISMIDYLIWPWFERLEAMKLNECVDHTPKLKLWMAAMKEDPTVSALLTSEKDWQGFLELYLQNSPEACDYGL
PAD4 inh – PAD4 (human) enzyme inhibition. inhibition, % at 6.36 µM. Q9UM07. 330,000 compounds, 0.41% hits. AID 485272. recombinant PAD4, RCA probe fluorescence polarization;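 active means percent inhibition above a cutoff equal to the mean of all tested compounds plus 3 SD, cut at about 15% in these data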;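 further: 0% = PAD4 with RCA probe and DMSO and 100% = probe without PAD4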
LYPLA1 inh – counter-screen for PME1 inhibitors: inhibitors of human LYPLA1; inhibition, % at 5.9 µM; recombinant LYPLA1, FP-Rh probe fluorescence polarization; 320,000 compounds, 0.16% hits; AID 2174;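 active means inhibition above the mean of all tested compounds plus 3 SD, set per campaign, cut at about 14% in these data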;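 further: inhibitors block serine hydrolase probe labeling of LYPLA1 so polarization falls; 0% = enzyme with DMSO and 100% = wells lacking LYPLA1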
PREPL inh – inhibits the human prolyl oligopeptidase-like enzyme; Q4J6C6; recombinant PREPL, fluorescence polarization activity-based probe; inhibition, % at 5.96 µM; 320,000 compounds, 0.68% hits; in the data active means inhibition above about 43%;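 further: 0% = enzyme with DMSO and 100% = wells lacking enzyme; many of its hits are not listed in these tables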
PAFAH1B3 FP inh – PAFAH1B3 (human) inhibition. Q15102. recombinant PAFAH1B3, FP-rhodamine probe, fluorescence polarization. inhibition, % at 3.39 µM. 340,000 compounds, 0.28% hits;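 active means inhibition above the screen-wide average of all tested compounds plus 3 SD, cut at about 25% in these data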;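 further: 0% = enzyme with DMSO only and 100% = wells lacking PAFAH1B3 protein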
PAFAH1B2 inh – PAFAH1B2 (human) inhibition; inhibition, % at 3.39 µM; AID 492953; 340,000 compounds, 1.2% hits; P68402; recombinant PAFAH1B2, FP-rhodamine activity probe, fluorescence polarization;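 active means inhibition above the mean of all tested compounds plus 3 SD, cut at about 24% in these data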;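 further: 0% = enzyme with DMSO and 100% = wells lacking PAFAH1B2; many of its hits are not listed in these tables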
Target sequence (P68402 whole entry, looked up): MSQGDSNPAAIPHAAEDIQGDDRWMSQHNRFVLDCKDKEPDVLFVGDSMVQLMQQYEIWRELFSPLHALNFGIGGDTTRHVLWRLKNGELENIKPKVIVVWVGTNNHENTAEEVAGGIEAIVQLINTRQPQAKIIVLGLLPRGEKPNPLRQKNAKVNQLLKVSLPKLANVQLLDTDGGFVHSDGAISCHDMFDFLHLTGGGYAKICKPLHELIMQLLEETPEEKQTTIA
pPAFAH FP inh – pPAFAH (human) enzyme inhibition | Q13093 | recombinant pPAFAH, FP-rhodamine probe fluorescence polarization | inhibition, % at 3.39 µM | 330,000 compounds, 1.5% hits;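 active means inhibition above the mean inhibition across the screen plus 3 SD, cut at about 25% in these data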;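 further: inhibitors block binding of the rhodamine activity-based probe so polarization drops; 0% = enzyme with DMSO and 100% = wells lacking pPAFAH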
LYPLA2 inh – blocks human lysophospholipase 2, a PME1 counter-screen. recombinant LYPLA2, FP-Rh probe fluorescence polarization. inhibition, % at 5.9 µM. 320,000 compounds, 0.38% hits;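 active means inhibition above the screen-wide mean plus 3 SD, limit set per campaign, cut at about 26% in these data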;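 further: 0% = LYPLA2 with DMSO and 100% = wells lacking LYPLA2 enzyme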
Target sequence (O95372 whole entry, looked up): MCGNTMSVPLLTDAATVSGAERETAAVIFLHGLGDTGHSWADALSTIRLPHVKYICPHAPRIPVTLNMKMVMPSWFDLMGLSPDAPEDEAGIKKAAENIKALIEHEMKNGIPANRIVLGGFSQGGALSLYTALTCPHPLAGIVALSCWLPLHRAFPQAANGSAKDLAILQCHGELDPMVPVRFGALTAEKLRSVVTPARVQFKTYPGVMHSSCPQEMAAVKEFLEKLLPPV
The depositor's hits bear a star; x = no result given. This is a subset (hit frequency here may not be typical).

SMILES	PAFAH2 inh	GSTO1 counter	PAD4 inh	LYPLA1 inh	PREPL inh	PAFAH1B3 FP inh	PAFAH1B2 inh	pPAFAH FP inh	LYPLA2 inh
Cc1cc(NS(=O)(=O)c2ccc(NC(=O)COc3ccccc3C(C)(C)C)cc2)no1	0	0	-2	-3	-14	0	3	11	-2
Cn1c(N)c(C(=O)c2ccc(C#N)cc2)c(=O)n(C)c1=O	-1	3	3	-2	17	3	3	-1	0
CCOC(=O)C1CCN(C(=O)c2ccc3c(Cl)c4c(nc3c2)CCCC4)CC1	2	-6	-3	-2	-31	10	3	10	6
O=C(Nc1cccnc1)c1ccc2ccccc2c1O	1	12	0	5	1	1	-1	6	4
CCC1Nc2ncnc(N3CCc4ccccc4C3)c2N(Cc2ccc(Cl)cc2)C1=O (configuration not stated)	2	x	-8	x	-5	-7	26*	6	x
Cc1cc(NC(=O)c2ccccc2)n(C(C)(C)C)n1	x	9	2	-1	12	x	x	-6	4
COc1ccc(C(=O)Nc2ccc3ccccc3c2)cc1OC	-8	-5	-5	-12	-1	10	0	3	-7
CCn1c(SCC(=O)OC)nnc1-c1c[nH]c2ccccc12	6	-1	-1	-1	-6	4	4	3	4
CCN(CC)S(=O)(=O)c1ccc(Cl)c(NC(=O)c2ccc(C#N)cc2)c1	4	3	-3	2	-5	2	3	4	0
CSc1nc(N(C)NC(=O)c2ccc(Cl)cc2)c2ccccc2n1	0	-4	-6	0	-33	0	-3	-15	-10
Cc1ccnn1CCC(=O)N1CCCC(Nc2ccc(F)c(F)c2)C1 (configuration not stated)	0	-2	1	3	18	3	0	4	1
O=C(NNS(=O)(=O)c1ccccc1F)c1sccc1-n1cccc1	-6	0	-5	-1	-5	-4	10	3	1
O=C(Nc1nnc(SCC(=O)N2CCOCC2)s1)C1CC(=O)N(c2ccccc2)C1 (configuration not stated)	18	-1	-1	-4	-10	1	6	-2	-3
O=C(Nc1ccc(F)c([N+](=O)[O-])c1)C1CC(=O)N(Cc2ccccc2)C1 (configuration not stated)	7	13	3	-4	18	6	5	5	1
CCCCCC(=O)NC(NC(=S)NC1CCS(=O)(=O)C1)C(Cl)(Cl)Cl (configuration not stated)	5	-5	0	-1	-2	0	9	5	-2
CCOC(=O)Cn1nnc2c(sc3nc4c(c(-c5ccc(Cl)cc5)c32)CCC4)c1=O	-8	-2	-2	2	3	3	-2	-1	0
CSc1cccc(NC(=O)c2ccccn2)c1	x	2	-4	3	3	x	x	-1	2
O=C(NC(=S)NCc1ccccc1)c1cccnc1	4	-7	0	1	8	8	12	2	2
c1ccc(CSc2ccc(-c3ccco3)nn2)cc1	-6	0	-1	-1	21	1	1	4	10
COC(=O)C1C(=O)c2c(n[nH]c2C)CC1(C)C (configuration not stated)	4	4	1	1	-1	2	5	21	-3
O=C1[C@@H]2C(c3cccnc3)=NO[C@@H]2C(=O)N1c1ccc(Br)cc1	7	-1	3	1	-1	3	1	-2	0
O=C(NNC(=O)c1cnccc1C(F)(F)F)c1ccccc1	0	1	-1	-2	-4	2	3	-2	-3
COc1ccccc1N1CCN(C(=O)CSc2nnc(NC(=O)C3CC3)s2)CC1	-7	4	0	-1	-5	4	1	-1	1
C/C(=N\Nc1ccc(C(=O)O)cc1)c1ccc(-n2ccnc2)cc1	2	1	2	-3	8	-1	1	3	-1
CC(C)Cn1c(SCC(=O)NCc2ccc(Cl)cc2)nnc1-c1cccc(S(=O)(=O)N2CCOCC2)c1	-3	0	3	3	14	-2	4	4	0
NS(=O)(=O)c1ccc(CCNC(=O)C(=O)c2c[nH]c3ccccc23)cc1	-7	-6	8	-5	-7	-7	4	2	-3
Cc1nn(C)c(C)c1/C=C(/C(=O)C(C)C)n1cncn1	3	4	0	0	-1	4	4	-4	4
CCOc1ccc(OCCC(=O)N2CCN(S(=O)(=O)c3ccc(OCC)cc3)CC2)cc1	-6	1	-2	4	4	4	3	-1	7
NC(=O)c1cc([N+](=O)[O-])ccc1Nc1ccccc1	-5	4	1	-1	-4	0	7	5	39*
CC1Cc2ccccc2N1C(=O)CN1CCCCC1 (configuration not stated)	-1	2	0	1	-6	7	1	0	5
N#Cc1nc(Cc2ccccc2)oc1NCCN1CCOCC1	4	13	-3	2	16	-2	1	-4	4
Cc1c(C)c2cccnc2c2ncccc12	3	x	-4	1	21	8	4	-3	0
Cc1ccc(-n2nc(C)c3c(C(=O)OCC(=O)N(C)C4CCS(=O)(=O)C4)cc(-c4ccccc4)nc32)cc1 (configuration not stated)	-7	3	3	-2	8	-5	-6	-7	3
CCOC(=O)C1=C(CN2CCSCC2)NC(=O)NC1c1cc(C)ccc1C (configuration not stated)	-9	4	-2	-3	9	-31	6	-5	-3
COc1ccc2[nH]cc(CCNC(=O)c3ccccc3Cl)c2c1	12	-8	-1	-1	8	10	-4	-3	-3
COc1cccc(/C=N/Nc2ccc([N+](=O)[O-])cc2)c1O	0	-5	0	-2	26	8	-4	6	2
Cn1c2ccccc2c2cnn(CC(=O)N3CCCCC3)c(=O)c21	0	2	3	0	10	3	5	-5	10
Cc1cc(C)c(NC(=O)CCN2CCN(Cc3ccccc3)CC2)c(C)c1	0	3	0	-2	25	6	4	-4	-2
Cc1cc(C(=O)OCC(=O)NCc2ccccc2)c2ccccc2n1	1	x	5	x	6	3	6	4	x
NNC(=O)CCN(Cc1ccco1)S(=O)(=O)c1ccc(Cl)cc1	-6	8	-1	-1	-20	-1	3	3	1
Cc1nccn1CCc1n[nH]c(=S)n1Cc1ccccc1	2	2	-1	0	9	9	4	8	0
C=CCn1c(-c2ccoc2)n[nH]c1=S	2	4	-1	2	4	-1	-1	1	5
O=[N+]([O-])c1cccc(-c2n[nH]c(=S)n2Cc2ccccc2)c1	-2	3	-2	3	0	4	21	1	2
COc1ccc(NS(=O)(=O)c2ccc(NC(=O)c3ccccc3Br)cc2)nn1	7	-7	-4	-4	1	8	4	-2	0
Cc1cccc(-c2nc(CS(=O)CC(=O)NC3CCCCC3)c(C)o2)c1 (configuration not stated)	-4	-6	2	-1	3	7	3	3	2
OCCCNC(=S)Nc1ccc2nc(-c3ccccn3)c(-c3ccccn3)nc2c1	-6	21	-1	4	5	-4	5	6	0
COC(=O)C1=C(C(=O)c2ccc(C)cc2)C(c2ccc(OC)c(OC)c2)n2nnnc2N1 (configuration not stated)	3	6	-4	5	-13	7	7	8	5
CCOC(=O)C1(Cc2cccc(OC)c2)CCN(Cc2ccc(OC)c(O)c2)CC1	3	1	8	2	24	11	3	-1	3
O=S(=O)(NC1CCCCC1N1CCC(O)CC1)c1ccc(Cl)cc1 (configuration not stated)	-2	-3	-1	1	-57	7	-5	0	0
O=C1CSC(=S)N1/N=C/c1cccc(C(F)(F)F)c1	-3	-14	-18	1	7	2	1	5	8
O=C(O)c1nn(CCOc2c(Cl)cccc2Cl)c(=O)c2ccccc12	-14	0	1	0	-14	-6	4	2	2
Cc1cc(N)n2ncc(-c3ccccc3)c2n1	7	2	1	-1	4	8	3	1	-1
O=C(CSc1ccc2c(c1)OCCO2)Nc1cccc(S(=O)(=O)N2CCCCC2)c1	4	-1	-2	-1	10	3	-1	8	4
CN(C)c1ccc(CNc2ccc3c(c2)ncn3C)cc1	x	9	-2	0	32	x	x	4	2
Brc1ccc2nc(-c3cccs3)c(NCC3CCCO3)n2c1 (configuration not stated)	7	-10	-2	1	6	11	0	6	0
COc1ccc(COC(=O)c2ccc(N3CCCC3=O)cc2)cc1F	26	-4	1	0	-8	9	6	3	3
CCC(C(=O)NN1C(=O)c2ccccc2C1=O)c1ccccc1 (configuration not stated)	3	-4	-4	2	-12	9	6	2	-2
CCCOc1ccc(CNC(=S)N/N=C/c2ccc([N+](=O)[O-])cc2)cc1	3	-2	0	-4	3	1	0	2	-10
Cc1cc(C)nc(NC(=O)CSc2ncccn2)n1	x	11	-8	1	5	x	x	2	5
CCc1nnc(NC(=O)C2CC(=O)N(Cc3ccco3)C2)s1 (configuration not stated)	-1	3	-3	1	-5	-2	-1	2	0
CC(=O)c1cccc(NC(=O)N2CCC(NC(=O)c3ccco3)CC2)c1	0	-1	0	2	6	7	0	6	1
C(=N\Nc1nc2ccccc2s1)/c1ccccn1	x	-11	1	1	23	x	x	9	-3
COc1ccc(/C=C2\CCn3c2nc2cc(C(=O)O)ccc2c3=O)cc1OC	3	-5	-3	0	-10	7	2	-3	6
